Source: PubChem (Southern Research Specialized Biocontainment Screening Center)
inhibitors of VEEV: inhibitors of VEEV TC-83 cytopathic effect, confirmation, Vero cells (AID 588727); Vero cells, VEEV TC-83 cytopathic effect inhibition; higher % means a stronger effect; inhibition, % at 20 µM, or IC50 in µM where a hit was titrated; 350,000 compounds, 0.13% hits; in the data active = a potency from the dose series; inconclusive = inhibition mostly from about 14% at the one dose, without a potency; inactive = the rest, 99 in 100 with inhibition below about 12%; also: strong numbers were not always called active
H37Rv inhibition: M. tuberculosis growth inhibition, HTS (AID 449762); M. tuberculosis H37Rv growth inhibition, 7H9 media; higher % means a stronger effect; inhibition, % at 25 µM; hits with a dose series show IC50 in µM; 330,000 compounds, 0.59% hits; in the data active = a potency from the dose series; inconclusive = inhibition above about 70% without an active follow-up result;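 also: bacterial growth assessed after seven days of incubation; strong numbers were not always called active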
Salmonella PhoP GFP: Inhibition of PhoP regulon, Salmonella typhi GFP reporter cells, confirmation, 4 h (AID 1850); Salmonella Typhi PhoP-promoter GFP reporter, fluorescence, 4 h; higher % means a stronger effect; one-dose inhibition, % at 50 µM; IC50 in µM for titrated hits; 310,000 compounds, 0.33% hits; in the data active = a potency from the dose series; inconclusive = inhibition mostly from about 25% at the one dose, without a potency; inactive = the rest, 99 in 100 with inhibition below about 19%;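 also: 0% = induced wells with vehicle and 100% = uninduced wells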
tuberculosis growth: growth inhibition of non-replicating M. tuberculosis (AID 488890); Mycobacterium tuberculosis non-replicating, growth inhibition; higher % means a stronger effect; one-dose inhibition, % at 25 µM; IC50 in µM for titrated hits; 320,000 compounds, 0.39% hits; in the data active = a potency from the dose series; inconclusive = inhibition mostly from about 82% at the one dose, without a potency; inactive = the rest, 99 in 100 with inhibition below about 76%;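 also: plate controls were DMSO cells for no effect and high antibiotic wells for full effect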
H1N1 NS1A inhibition: H1N1 influenza NS1A inhibitors, functional cell based assay (AID 504329); NS1A functional cell-based assay, percent inhibition; higher % means a stronger effect; inhibition, % at 12.5 µM; hits with a dose series show IC50 in µM; 340,000 compounds, 0.3% hits; in the data active = a potency from the dose series; inconclusive = inhibition above about 27% without an active follow-up result; also: strong numbers were not always called active
inhibitors of VEEV 10K pilot screen: second read-out of inhibitors of VEEV, no call of its own (marks repeat the call); inhibition, %; measured here: 10K pilot screen inhibition
Starred values were filed as active, the others as inactive; i = inactive; ? = inconclusive; . = not tested or not shown; & = joins results of further samples. The order is random. Share with any hit: about 1.5%.

SMILES | inhibitors of VEEV | H37Rv inhibition | Salmonella PhoP GFP | tuberculosis growth | H1N1 NS1A inhibition | others
COc1cccc(NC(=O)COC(=O)CCS(=O)(=O)c2ccc(C)cc2)c1 | 0.6% | 1% | 3% | 32% | -11%
O=C(NCc1cccnc1)c1cn(CCc2ccccc2)nn1 | 2.4% | -9% | 9% | -14% | 1%
COc1ccc(-c2nc(C)sc2CC(=O)O)cc1OC | 1.2% | -12% | 7% | 8% | -9%
Cc1cc(=O)oc2c(CN(CC(C)C)CC(C)C)c(O)ccc12 | . | 2% | 9% | -2% | .
CC(C)N(Cc1ccccc1)C(=O)c1ccc2c(c1)OCO2 | 0.2% | -3% | -7% | 18% | 12%
Cc1ccccc1N(CC(=O)N1CCOCC1)S(C)(=O)=O | i | -3% | -5% | -9% | -14%
O=C(c1cccc(C(F)(F)F)c1)C1CCCN(C(=O)CCc2cnccn2)C1 (stereo not given) | 0.6% | -10% | 2% | 0% | 16%
CC1CN(C(=O)c2cc(-c3ccncc3)nc3ccccc23)CC(C)O1 (stereo not given) | 0.9% | . | . | . | 1%
O=S(=O)(Nc1ccc(Cl)nn1)c1ccccc1 | i | -3% | 6% | -3% | -8%
COC(=O)c1ccc(C(C(=O)NC2CCCCC2)N(Cc2ccccc2)C(=O)Cc2cccs2)cc1 (stereo not given) | 0.2% | -6% | 4% | -5% | -2%
Cn1c(SCc2c(Cl)cccc2Cl)nnc1-c1ccc2nonc2c1 | 1.6% | 8% | -6% | 72% | -3%
CN1CC[C@@H]2C(=O)N3CCc4ccc(-c5ccc6c(c5)OCO6)cc4[C@@H]3C[C@@H]21 | 4.1% | . | . | . | 17%
Cc1c(-c2ccccc2)nc2ccccc2c1C(=O)O | 4.0% | -17% | -6% | -2% | -5%
CN(C)c1cccc(C(=O)OCc2cc(=O)oc3cc(O)ccc23)c1 | 5.4% | -10% | 2% | 31% | 6%
O=C(Nc1ccccc1Cl)c1ccc(S(=O)(=O)NCC2CCCO2)cc1 (stereo not given) | 3.1% | -5% | 8% | -16% | 7%
Cc1ccc(NC(=O)CNC(=O)N2CC(=O)Nc3ccccc32)cc1F | i | -4% | -1% | -12% | 9%
Cc1cc(C)c(C#N)c(SCc2ccccc2C(=O)O)n1 | 3.0% | 3% | -1% | -6% | -2%
CN(CC(=O)Nc1cccc2c1CCCC2)S(=O)(=O)c1ccc(Cl)cc1 | 0.7% | -4% | 2% | 0% | 2%
COc1cc(NC(=S)NNC(=O)C(C)(C)O)cc(OC)c1 | 0.3% | -1% | 6% | -4% | -14%
Cn1c(N/N=C/c2cccs2)nc2c1c(=O)n(Cc1ccccc1)c(=O)n2C | 11% | 5% | -7% | -2% | 5%
Cc1ccc(CN2CCCN(Cc3c(F)cccc3Cl)S2(=O)=O)cc1 | i | 1% | 4% | 1% | -1%
Cc1ccc2c(c1)cc(CN(Cc1ccc3c(c1)OCO3)S(=O)(=O)c1ccccc1)c1nnnn12 | 4.3% | -2% | -6% | 4% | -9%
Cc1oc(-c2cc(F)ccc2F)nc1CN1CCN(C)C(=O)[C@@H]1C | 0.3% | -3% | -12% | -7% | -4%
COc1ccc(CCNc2nncc(=O)[nH]2)cc1OC | 0.5% | 3% | 3% | 14% | -10%
COc1cc2ccccc2cc1C(=O)N1CCN(C(C)=O)CC1 | 3.5% | -3% | 1% | -5% | 21%

Next records:
SMILES | inhibitors of VEEV | H37Rv inhibition | Salmonella PhoP GFP | tuberculosis growth | H1N1 NS1A inhibition | others
Cc1ccc(N2C(=O)C3C=NNC3C2=O)cc1 (stereo not given) | 0.7% | -1% | -4% | -4% | -7%
Cc1csc(NC(=O)Cn2cnnn2)n1 | 0.6% | -8% | -2% | -16% | -5%
Cc1cccc(Cc2nnc(CCC(=O)N(C)Cc3ccncc3C)o2)c1 | 2.5% | -5% | 6% | -8% | -17%
COc1ccccc1N1C(=O)c2ccccc2NC1c1ccncc1 (stereo not given) | 0.6% | -5% | -4% | 1% | -15%
COC(=O)c1ccc2c(=O)sc(N3CCC(C(N)=O)CC3)nc2c1 | 1.7% | -10% | -14% | 9% | 1%
C/C(=N\Nc1nc(C(C)(C)C)cs1)c1ccccc1 | 4.0% | 64% | -7% | 59% | 5%
Cc1cc(C)cc(NC(=O)C(OC(=O)C2=COCCO2)c2ccccc2)c1 (stereo not given) | 1.4% | 16% | 7% | 56% | -1%
CCN1CCN(c2ccc(NC(=O)c3cccc(OCc4ccccc4)c3)cc2)CC1 | ? | ? | 7% | 40% | 16%
CC1SCC(=NOCc2ccccc2)CS1 (stereo not given) | 0.1% | 3% | -2% | 32% | .
O=C(CN1C(=O)/C(=C/c2ccco2)SC1=S)Nc1ccc(O)c(C(=O)O)c1 | i | 1% | -14% | 1% | 13%
CCOC(=O)CCSc1nc(N2CCOCC2)c2c(c1C#N)CC(C)(C)OC2 | 1.7% | 4% | -1% | -15% | 5%
c1ccc(Cn2c(SCCN3CCOCC3)nnc2-c2cccnc2)cc1 | i | -9% | -8%&-8% | 100% | 8%
c1ccc(N2CCN(c3c4c(nc5ncnn35)CCC4)CC2)cc1 | 2.7% | -5% | -8% | -12% | 1% | inhibitors of VEEV 10K pilot screen=5.1
Cn1c(=O)oc2cc(S(=O)(=O)N3CCC(C(=O)NCc4ccccc4)CC3)ccc21 | i | -1% | -6% | -14% | 0%
CCN(CC)CCCNC(=O)Cn1ncn2cccc2c1=O | 3.5% | -2% | -1% | -7% | 9%
COc1ccc(OC)c(NC(=O)CCC(=O)N(Cc2ccc(OC)c(OC)c2)c2nccs2)c1 | 0.4% | -4% | -4% | 1% | -4%
C/C(=N\NC(=O)c1ccc(N)cc1)C1CC1 | 2.6% | 11% | -2% | 15% | 16%
CN1CCN(C(=O)c2cc(-c3cccc(Cl)c3)on2)CC1 | i | -9% | 24% | -10% | 2%
CCN(C[C@H]1N[C@@](CC)(C(=O)OC)[C@H]2C(=O)N(C)C(=O)[C@@H]12)C(=O)COc1ccccc1 | 0.3% | 5% | . | 8% | -10%
Cc1c(C(=O)N2CCN(c3ccccc3F)CC2)sc2ncn(CC(=O)N3CCOCC3)c(=O)c12 | i | -3% | -10% | -9% | -3%
CCc1nnc(NS(=O)(=O)c2ccc(NC(=O)c3cccc([N+](=O)[O-])c3)cc2)s1 | 0.8% | 3% | -1% | 16% | 5%
O=C(NCCC1=CCCCC1)C(=O)NCC1OCCCN1S(=O)(=O)c1ccc(F)cc1 (stereo not given) | i | -3% | -5% | 24% | -10%
COc1ccccc1NC1=C(C)C(=O)CC1 | 9.6% | 1% | -10% | 5% | 4%
CCC(=O)Oc1ccc2c(C)cc(=O)oc2c1C | 9.3% | 28% | -3% | 29% | 0%
Cc1cc2c(c(=O)n1C)C(C(C)C)C(C#N)=C(N)O2 (stereo not given) | 1.9% | -9% | -12% | -16% | 11%

Of the compounds above, three contain a thiophene ring, fused or not.
SMILES | inhibitors of VEEV | H37Rv inhibition | Salmonella PhoP GFP | tuberculosis growth | H1N1 NS1A inhibition | others
COC(=O)c1ccc(C(C(=O)NC2CCCCC2)N(Cc2ccccc2)C(=O)Cc2cccs2)cc1 (stereo not given) | 0.2% | -6% | 4% | -5% | -2%
Cn1c(N/N=C/c2cccs2)nc2c1c(=O)n(Cc1ccccc1)c(=O)n2C | 11% | 5% | -7% | -2% | 5%
Cc1c(C(=O)N2CCN(c3ccccc3F)CC2)sc2ncn(CC(=O)N3CCOCC3)c(=O)c12 | i | -3% | -10% | -9% | -3%

Continuation:
SMILES | inhibitors of VEEV | H37Rv inhibition | Salmonella PhoP GFP | tuberculosis growth | H1N1 NS1A inhibition | others
CCOC(=O)c1c(C)[nH]c(C(=O)C(C)Cl)c1C (stereo not given) | ? | 10% | 3% | 14% | 1%
Cc1oc(-c2ccccc2Cl)nc1CS(=O)CC(=O)NCc1ccccc1Cl (stereo not given) | 1.1% | -7% | -16% | 6% | 2%
c1ccc(C2=NNC(c3ccccn3)=NN2)nc1 | 0.7% | ? | 7% | 68% | 26%
CCOC(=O)N/N=C/c1cn(Cc2ccccc2Cl)c2ccccc12 | 0.7% | -6% | -3% | 32% | -3%
Cc1cccc(C(=O)OCC(=O)N(C)CC(=O)Nc2ccc(Cl)c(C(F)(F)F)c2)c1 | i | 2% | . | 42% | -8%
CCn1c(C)cc(/C=C2/NC(=O)N(c3ccccc3)C2=O)c1C | 7.6% | 5% | -7% | 21% | 6% | inhibitors of VEEV 10K pilot screen=6.4
O=C(CN(Cc1ccc(Cl)cc1)C(=O)CNS(=O)(=O)c1ccc(F)cc1)NCC1CCCO1 (stereo not given) | i | -2% | 13% | -2% | -9%
Cc1ccc(CCNC(=O)Cc2ccc(NC3=NC4CS(=O)(=O)CC4S3)cc2)cc1 (stereo not given) | 0.5% | -22% | -3% | -29% | -2%
CCN1CCN(Cc2cc3c(cc2[N+](=O)[O-])OCO3)CC1 | 0.1% | -1% | -7% | -6% | -28%
Cc1cc(C(=O)N2CCOCC2)ccc1[N+](=O)[O-] | 0.9% | 2% | 7% | -1% | -1%
O=C1CN(C(=O)OCc2ccccc2)c2ccccc2N1 | 6.2% | -2% | -5% | 6% | 0%
Cc1ccc(-c2cc(C(=O)N3CCN(C(=O)c4ccco4)CC3)[nH]n2)cc1C | 0.8% | 6% | 1% | 0% | 3%
COC(=O)CNC(=O)COc1ccccc1 | i | -3% | -1% | 4% | 7%
COc1ccc(-c2cc(C(=O)N3CCCCC3)c3ccccc3n2)cc1 | 8.3% | 65% | 4% | 13% | 10%
COc1cc(C(=S)N2CCCCC2)ccc1OCC(=O)Nc1ccc(F)cc1 | 8.0% | -3% | -6% | 20% | -3%
C/C=C/C(=O)OCc1csc(CC(=O)Nc2ccccc2C)n1 | 11% | -3% | -6% | 6% | -6%
COc1ccc(/C=C(\C#N)C(=O)OCC(=O)NCc2ccco2)cc1 | i | -3% | 1% | 14% | -7%
Cc1ccc2cc(CCNC(=O)C(=O)c3c[nH]c4ccccc34)c(=O)[nH]c2c1 | 9.5% | -1% | -13% | 17% | -6%
NN=C(NN=Cc1ccccc1)c1ccccc1 | 0.9% | . | . | . | 7%
Cc1noc(C(=O)N2CCN(c3ccccc3)CC2)c1Cl | 0.8% | -10% | -4% | 22% | -10% | inhibitors of VEEV 10K pilot screen=1.9
Cc1ccc(C)c(OCCOCCN2CC(C)OC(C)C2)c1C (stereo not given) | i | -3% | -1% | 2% | 9% | inhibitors of VEEV 10K pilot screen=0.0
CC(C)NS(=O)(=O)c1ccc(OCC(=O)N2CCN(C)CC2)cc1 | 0.3% | -3% | 3% | 4% | 6%
S=c1[nH]nc(-c2ccccn2)n1/N=C/c1ccc(Cl)cc1 | 1.9% | -5% | -2% | -14% | 0%
C/C(CCC(C)C)=N\NC(=S)Nc1cc(S(=O)(=O)N2CCOCC2)ccc1N1CCOCC1 | 3.5% | 0% | 8% | -19% | 17%
O=C(NCCCO)c1ccc2nc(-c3ccco3)c(-c3ccco3)nc2c1 | 3.0% | . | . | . | 3%
Cn1c(N)c(Sc2ccc(F)cc2)c(=O)n(C)c1=O | i | -6% | -8% | -9% | -3%

Structural class, the entries above with an aryl methoxy group.
SMILES | inhibitors of VEEV | H37Rv inhibition | Salmonella PhoP GFP | tuberculosis growth | H1N1 NS1A inhibition | others
COc1cccc(NC(=O)COC(=O)CCS(=O)(=O)c2ccc(C)cc2)c1 | 0.6% | 1% | 3% | 32% | -11%
COc1ccc(-c2nc(C)sc2CC(=O)O)cc1OC | 1.2% | -12% | 7% | 8% | -9%
COc1cc(NC(=S)NNC(=O)C(C)(C)O)cc(OC)c1 | 0.3% | -1% | 6% | -4% | -14%
COc1ccc(CCNc2nncc(=O)[nH]2)cc1OC | 0.5% | 3% | 3% | 14% | -10%
COc1cc2ccccc2cc1C(=O)N1CCN(C(C)=O)CC1 | 3.5% | -3% | 1% | -5% | 21%
COc1ccccc1N1C(=O)c2ccccc2NC1c1ccncc1 (stereo not given) | 0.6% | -5% | -4% | 1% | -15%
COc1ccc(OC)c(NC(=O)CCC(=O)N(Cc2ccc(OC)c(OC)c2)c2nccs2)c1 | 0.4% | -4% | -4% | 1% | -4%
COc1ccccc1NC1=C(C)C(=O)CC1 | 9.6% | 1% | -10% | 5% | 4%
COc1ccc(-c2cc(C(=O)N3CCCCC3)c3ccccc3n2)cc1 | 8.3% | 65% | 4% | 13% | 10%
COc1cc(C(=S)N2CCCCC2)ccc1OCC(=O)Nc1ccc(F)cc1 | 8.0% | -3% | -6% | 20% | -3%
COc1ccc(/C=C(\C#N)C(=O)OCC(=O)NCc2ccco2)cc1 | i | -3% | 1% | 14% | -7%
